IDE exosite inh: insulin-degrading enzyme (human) exo-site inhibition; P14735; purified IDE, FL-6b probe fluorescence polarization; hits give low values; z-score at 20 µM; hit rate 6.3% among 17,000; AID 1259349;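 active = z-score of -3 or lower, meaning strong loss of probe binding signal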;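 note: His-tagged human IDE residues 42-1019 made in E. coli with 30 nM FL-6b probe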
Target sequence (P14735 42-1019 limits assumed): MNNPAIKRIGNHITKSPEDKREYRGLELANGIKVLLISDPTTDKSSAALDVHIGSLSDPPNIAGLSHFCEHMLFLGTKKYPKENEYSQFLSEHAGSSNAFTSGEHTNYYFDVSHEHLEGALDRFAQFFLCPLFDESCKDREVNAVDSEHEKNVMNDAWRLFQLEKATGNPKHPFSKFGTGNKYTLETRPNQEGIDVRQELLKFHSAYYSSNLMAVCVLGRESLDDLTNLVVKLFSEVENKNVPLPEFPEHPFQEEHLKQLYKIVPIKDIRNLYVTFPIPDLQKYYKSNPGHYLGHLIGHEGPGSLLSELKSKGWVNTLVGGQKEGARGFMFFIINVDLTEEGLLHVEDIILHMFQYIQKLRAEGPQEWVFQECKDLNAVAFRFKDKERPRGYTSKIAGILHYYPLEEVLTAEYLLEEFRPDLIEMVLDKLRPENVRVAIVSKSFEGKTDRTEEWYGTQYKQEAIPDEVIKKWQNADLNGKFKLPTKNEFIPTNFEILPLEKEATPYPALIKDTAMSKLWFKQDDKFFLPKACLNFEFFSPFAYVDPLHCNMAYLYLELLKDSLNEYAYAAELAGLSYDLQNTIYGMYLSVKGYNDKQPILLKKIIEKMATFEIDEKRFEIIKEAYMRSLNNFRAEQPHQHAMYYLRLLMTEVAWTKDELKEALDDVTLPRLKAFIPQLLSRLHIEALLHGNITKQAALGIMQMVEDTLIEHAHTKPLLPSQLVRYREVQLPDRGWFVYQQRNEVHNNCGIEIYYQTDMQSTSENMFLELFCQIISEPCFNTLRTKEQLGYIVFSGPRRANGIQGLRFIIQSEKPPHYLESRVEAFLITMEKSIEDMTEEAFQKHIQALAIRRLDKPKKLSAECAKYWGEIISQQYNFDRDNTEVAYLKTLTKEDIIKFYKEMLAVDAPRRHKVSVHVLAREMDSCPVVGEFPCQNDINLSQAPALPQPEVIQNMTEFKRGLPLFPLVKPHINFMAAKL
An asterisk follows results filed as active; & = joins results of further samples; ! = a repeat was not active. Only part of the results is shown, so the mix of outcomes need not match the whole.

SMILES	IDE exosite inh
CC(C)C#Cc1ccc([C@H]2[C@H](CO)N3C(=O)CN(C(=O)Cc4ccccc4)C[C@@H]23)cc1	-1.26
COc1ccc2c3c([nH]c2c1)[C@H](CO)N(C(=O)C1CCOCC1)CC31CCN(Cc2nccs2)CC1	0.462
CS(=O)(=O)N1[C@@H](C#N)[C@@H](c2ccc(-c3ccccc3F)cc2)[C@@H]1CO	-1.38
C[C@@H]1CN([C@H](C)CO)C(=O)c2cc(C3=CCCCC3)cnc2O[C@@H]1CN(C)S(=O)(=O)c1cn(C)cn1	0.201
Cc1noc(C)c1NC(=O)N(C)C[C@@H]1OCCCC[C@@H](C)Oc2ccc(NC(=O)CCCCCC(=O)Nc3ccccc3N)cc2C(=O)N([C@H](C)CO)C[C@@H]1C	0.196
COCC#Cc1ccc([C@H]2[C@H](CO)N3C(=O)CN(C(=O)C4CCOCC4)C[C@@H]23)cc1	4.52
CCCNC(=O)N1[C@@H]2Cn3c(cccc3=O)[C@H]1[C@@H](C(=O)N1CCC(Cc3ccccc3)CC1)[C@@H]2CO	0.645
CO[C@H]1CN(C)C(=O)c2cc(NC(=O)NC3CCCCC3)ccc2OC[C@H](C)N(CC2CCOCC2)C[C@H]1C	-1.39
CN(C)C(=O)c1cccc(-c2ccc([C@@H]3[C@H]4CN(CCC(F)(F)F)CCCCN4[C@H]3CO)cc2)c1	0.39
C[C@@H]1CN([C@@H](C)CO)C(=O)c2cc(NC(=O)C3CCCCC3)ccc2O[C@@H](C)CCCCO[C@@H]1CN(C)C(=O)CCC(F)(F)F	0.578
CC(C)CC#Cc1ccc([C@H]2[C@H]3CN(C(=O)c4ccccn4)CC(=O)N3[C@H]2CO)cc1	-0.709
CN(C)C(=O)c1ccc(-c2ccc(C3[C@@H]4CN(Cc5cccnc5)C[C@H]3N4)cc2)cc1 (stereo partly drawn)	1.16&3.24
COc1ccc(C(=O)N2C[C@H]3[C@@H](c4ccccc42)[C@@H](CO)N3C(=O)Cc2ccccn2)cc1	1.94
O=C(Nc1cc(F)ccc1F)N1CCCCN2[C@H](CO)[C@H](c3ccc(-c4cccnc4)cc3)[C@H]2C1	-1.21
CCCC#Cc1ccc([C@H]2[C@H]3CN(C(=O)NC4CCCC4)CCCCN3[C@H]2CO)cc1	-1.18
C[C@@H]1CN([C@@H](C)CO)C(=O)c2cc(NC(=O)Nc3ccc(C(F)(F)F)cc3)ccc2O[C@@H](C)CCCCO[C@@H]1CN(C)CC1CCCCC1	0.482
O=C1CN(Cc2ccc(F)cc2)C[C@@H]2[C@H](c3ccc(-c4ccccc4)cc3)[C@H](CO)N12	0.991
Cc1noc(C)c1NC(=O)N(C)C[C@H]1OCc2ccccc2-c2c(n(C)c3ccccc23)C(=O)N([C@@H](C)CO)C[C@@H]1C	1.08
COc1ccc(-c2cccc(-c3nc(C(=O)N(C)C)cc4c3[C@@H](CCO)N([S@](=O)C(C)(C)C)C4)c2)cc1	-1.13
CN(C)C(=O)c1cccc(-c2ccccc2[C@H]2[C@H](C#N)N(C(=O)C3CCCCC3)[C@H]2CO)c1	-0.649

Four neighbouring entries out of the list so far, quoted:
SMILES	IDE exosite inh
O=C(Nc1cc(F)ccc1F)N1CCCCN2[C@H](CO)[C@H](c3ccc(-c4cccnc4)cc3)[C@H]2C1	-1.21
CCCC#Cc1ccc([C@H]2[C@H]3CN(C(=O)NC4CCCC4)CCCCN3[C@H]2CO)cc1	-1.18
C[C@@H]1CN([C@@H](C)CO)C(=O)c2cc(NC(=O)Nc3ccc(C(F)(F)F)cc3)ccc2O[C@@H](C)CCCCO[C@@H]1CN(C)CC1CCCCC1	0.482
O=C1CN(Cc2ccc(F)cc2)C[C@@H]2[C@H](c3ccc(-c4ccccc4)cc3)[C@H](CO)N12	0.991

Next section.
SMILES	IDE exosite inh
C[C@@H]1CCCCO[C@@H](CN(C)CC2CCCCC2)[C@@H](C)CN([C@H](C)CO)C(=O)c2cc(NC(=O)Nc3ccc(C(F)(F)F)cc3)ccc2O1	0.455
CS(=O)(=O)N1[C@H](CO)[C@H](c2ccccc2-c2ccc(F)cc2)[C@@H]1C#N	-0.518
COc1cccc(S(=O)(=O)N2CCCCN3[C@H](CO)[C@H](c4ccc(-c5cccnc5)cc4)[C@H]3C2)c1	1.12
O=C(Cc1ccncc1)NCC[C@@H]1CC[C@@H](NS(=O)(=O)c2ccccc2Cl)[C@@H](CO)O1	1.79
CC(C)NC(=O)N1CC[C@@H]2[C@H]1c1cc(C#Cc3ccccc3)ccc1N(C)[C@@H]2CO	-0.297
COc1ccc(NC(=O)N2CC(=O)N3[C@H](C2)[C@@H](c2ccc(C#CCC4CCCC4)cc2)[C@@H]3CO)cc1	1.32
Cc1ccc(S(=O)(=O)N[C@H]2C=C[C@@H](CC(=O)NCc3ccc(Cl)c(Cl)c3)O[C@H]2CO)cc1	0.629
CN1C(=O)c2cc(NC(=O)C3CCOCC3)ccc2OC[C@@H]2O[C@H](CC(=O)NCC3CCCCC3)CC[C@H]21	-0.473
CC(C)NC(=O)N1CCCCN2[C@H](CO)[C@H](c3ccc(Br)cc3)[C@H]2C1	2.41
CC(=O)N1C[C@H]2[C@@H](c3ccccc31)[C@@H](CO)N2Cc1ccc(Cl)cc1	2.18
C/C=C/c1ccccc1[C@@H]1[C@@H](C#N)N(C(=O)c2cccnc2)[C@@H]1CO	1.12
O=C(NC[C@H]1[C@H](c2ccccc2)[C@@H](CO)N1CC1CC1)C1CC1	-0.997
COc1ccc(NC(=O)N(C)C[C@H]2Oc3c(NS(=O)(=O)c4c(C)noc4C)cccc3C(=O)N([C@H](C)CO)C[C@H]2C)cc1	0.748
COc1ccc(CN(C)C[C@@H]2OCCCC[C@H](C)Oc3ccc(NC(=O)C4CCCCC4)cc3C(=O)N([C@@H](C)CO)C[C@H]2C)cc1	-0.463
C[C@@H]1CCCCO[C@@H](CN(C)C(=O)Nc2cccc3ccccc23)[C@@H](C)CN([C@H](C)CO)C(=O)c2cc(NC(=O)CCC(F)(F)F)ccc2O1	0.272
Cc1noc(C)c1NC(=O)N(C)C[C@H]1OCc2cn(nn2)CCCC(=O)N([C@@H](C)CO)C[C@H]1C	1.02
CCS(=O)(=O)N1CC2(C1)[C@@H](c1ccccc1)[C@@H](CO)N2Cc1ccccn1	0.0237
COc1cccc(S(=O)(=O)N2C[C@@H](O)COC[C@H]3O[C@H](CC(=O)N4CCN(c5ccccc5)CC4)CC[C@@H]32)c1	1.06
Cc1noc(C)c1S(=O)(=O)Nc1ccc2c(c1)C(=O)N([C@@H](C)CO)C[C@H](C)[C@H](CN(C)Cc1ccc(C(=O)O)cc1)OCCCC[C@H](C)O2	-1.5
C[C@H](NC(=O)C[C@H]1CC[C@@H]2[C@@H](COc3ccc(NC(=O)C4CCOCC4)cc3C(=O)N2C)O1)c1ccccc1	-0.799
CC(C)CC#Cc1ccc([C@@H]2[C@@H](CO)N3CCCCN(S(=O)(=O)Cc4ccccc4)C[C@@H]23)cc1	4.21
CS(=O)(=O)N1CC(=O)N2[C@H](CO)[C@@H](c3ccc(C#CCc4ccccc4)cc3)[C@H]2C1	0.432
C[C@H](NC(=O)C[C@H]1C=C[C@H](NC(=O)c2cccnc2)[C@H](CO)O1)c1ccccc1	1.22
COc1cc(CN2[C@@H]3CNC[C@H]2C3c2ccc(/C=C/c3ccccc3)cc2)cc(OC)c1 (stereo partly drawn)	-5.51*!
CCCN(C)C[C@@H]1OCCCC[C@H](C)Oc2ccc(NC(=O)CCCN(C)C)cc2C(=O)N([C@@H](C)CO)C[C@@H]1C	-0.379
O=C(Nc1ccccc1)N1CCCCN2[C@@H](CO)[C@H](c3ccc(Br)cc3)[C@@H]2C1	0.166
CN(C)CC(=O)N1[C@H](C#N)[C@H](c2ccc(-c3cccc(C(=O)N(C)C)c3)cc2)[C@@H]1CO	0.282
CNC[C@@H]1OCCCC[C@@H](C)Oc2ccc(N)cc2C(=O)N([C@H](C)CO)C[C@H]1C	2.98
O=C(C[C@@H]1C[C@H]2c3cc(NC(=O)C4CCOCC4)ccc3O[C@H]2[C@@H](CO)O1)NCc1cccnc1	-0.331
CO[C@@H](CN(C)S(=O)(=O)c1ccc(F)cc1)[C@H](C)CN(Cc1ccccc1Cl)[C@@H](C)CO	2.31
COc1cccc(C#Cc2ccc3c(c2)O[C@H](CN(C)C(=O)CN2CCOCC2)[C@H](C)CN([C@@H](C)CO)S3(=O)=O)c1	-0.614
N#C[C@@H]1[C@H](c2ccc(-c3ccccc3F)cc2)[C@@H](CO)N1C(=O)C1CC1	-0.0813
N#C[C@H]1[C@@H](c2ccccc2-c2cccc(F)c2)[C@@H](CO)N1C(=O)C1CCOCC1	2.37
Cc1cccc(-c2ccc([C@@H]3[C@H](CO)N4CCCCN(S(=O)(=O)c5ccccc5C)C[C@@H]34)cc2)c1	-10.8*
CCCC#Cc1ccc([C@H]2[C@H]3CN(C(=O)c4ccccc4)CC(=O)N3[C@H]2CO)cc1	1.43
Cc1ccc(-c2ccc([C@H]3[C@H](CO)N4C(=O)CN(C(=O)Nc5ccc(F)cc5)C[C@@H]34)cc2)cc1	1.16
CCCC#Cc1ccc([C@H]2[C@@H](CO)N3C(=O)CN(C(=O)Nc4ccc(F)cc4)C[C@@H]23)cc1	5.54
CC(=O)N1CCCCN2[C@H](C1)[C@@H](c1ccc(-c3ccc(C)cc3)cc1)[C@@H]2CO	-0.532
O=C(C[C@@H]1C[C@H]2c3cc(NC(=O)c4cccnc4)ccc3O[C@H]2[C@H](CO)O1)NCc1cc(F)ccc1F	1.81
COc1ccc(S(=O)(=O)Nc2ccc3c(c2)C(=O)N([C@@H](C)CO)C[C@@H](C)[C@H](CN(C)C(=O)Nc2c(C)noc2C)OCCCC[C@@H](C)O3)cc1	0.578
O=C(C1CC1)N1CC(=O)N2[C@H](CO)[C@@H](c3ccc(-c4cccnc4)cc3)[C@@H]2C1	-1.87
C[C@@H]1CN([C@H](C)CO)S(=O)(=O)c2ccc(-c3cccc(C#N)c3)cc2O[C@H]1CN(C)C(=O)c1ccccc1	-1.84
CN1CCN(C(=O)[C@@H]2[C@@H](CO)[C@@H]3Cn4c(ccc(-c5ccncc5)c4=O)[C@@H]3N2CC2CC2)CC1	1.2
Cc1noc(C)c1NC(=O)N(C)C[C@@H]1OCCCC[C@H](C)Oc2ccc(NC(=O)Nc3ccc(C(F)(F)F)cc3)cc2C(=O)N([C@H](C)CO)C[C@@H]1C	-0.227
COCC(=O)N1CC2(C1)[C@H](c1ccc(-c3ccc(C)cc3)cc1)[C@H](CO)N2C(C)=O	0.464
CCCNC(=O)N[C@H]1C=C[C@@H](CC(=O)N2CCN(C)CC2)O[C@@H]1CO	-0.77
C/C=C/c1ccc([C@@H]2[C@@H](CO)N(CC3CCCC3)C23CN(S(=O)(=O)CC)C3)cc1	-0.74
C[C@@H]1CN([C@@H](C)CO)C(=O)c2ccccc2-c2ccccc2CO[C@H]1CN(C)C(=O)[C@H](Cc1ccccc1)N(C)C	-1.13
CN(C)CC#Cc1ccc([C@@H]2[C@H]3CN(C(=O)c4ccc(F)cc4)CC(=O)N3[C@H]2CO)cc1	3.63
O=C(Nc1ccccc1F)N1CC(=O)N2[C@H](C1)[C@@H](c1ccc(C#CC3CCCC3)cc1)[C@@H]2CO	1.85
Additional compounds:
SMILES	IDE exosite inh
CCCC#Cc1ccc([C@H]2[C@@H](CO)N3C(=O)CN(C(=O)Nc4ccccc4F)C[C@H]23)cc1	-1.05
CC(C)[C@@H]1COCc2cn(nn2)CCCCC(=O)N1	-0.77
CS(=O)(=O)N1CCCCN2[C@H](CO)[C@H](c3ccc(C4=CCCC4)cc3)[C@@H]2C1	2.05
COc1cccc(CNC(=O)C[C@@H]2CC[C@@H]3[C@@H](COc4ccc(NS(=O)(=O)c5ccccc5F)cc4C(=O)N3C)O2)c1	-0.977
CCS(=O)(=O)N1CC(=O)N2[C@@H](CO)[C@H](c3ccc(C#Cc4ccc(F)cc4)cc3)[C@@H]2C1	3.85
C[C@@H](O)C#Cc1ccc([C@@H]2[C@H](CO)N3CCCCN(C(=O)c4ccc5c(c4)OCO5)C[C@@H]23)cc1	0.469
COCC(=O)NC[C@H]1[C@H](c2ccc(C3=CCCC3)cc2)[C@@H](CO)N1C(=O)C1CC1	4.05
CCCC#Cc1ccc([C@@H]2[C@H]3CN(C(=O)NCCC)CC(=O)N3[C@H]2CO)cc1	1.59
COc1ccc2c3c(n(C)c2c1)[C@@H](CO)N(C)CC31CN(S(=O)(=O)c2cccs2)C1	-0.117
CO[C@H](CN(C)Cc1ccc(-c2ccccn2)cc1)[C@H](C)CN(C(=O)Nc1ccc(F)cc1)[C@@H](C)CO	1.07
CCCNC(=O)N1[C@H](CO)[C@@H](c2ccccc2)C12CN(CCC(F)(F)F)C2	0.552
CN(C)CC(=O)N1[C@H](C#N)[C@H](c2ccc(C#CC3CCCCC3)cc2)[C@@H]1CO	-1.82
N#C[C@H]1[C@@H](c2ccccc2-c2ccccc2F)[C@H](CO)N1C(=O)C1CCC1	1.4
CN(C)CC#Cc1ccc([C@@H]2[C@@H](CO)N3C(=O)CN(C(=O)c4ccc(F)cc4)C[C@H]23)cc1	2.14
CN1c2ccc(Br)cc2[C@@H]2[C@@H](CCN2S(=O)(=O)c2ccccc2F)[C@@H]1CO	2.26
O=C(O)C[C@H]1C[C@H]2c3cc(NC(=O)Cc4ccncc4)ccc3O[C@H]2[C@@H](CO)O1	0.603

3 compounds out of the list, sorted by molecular weight, descending:
SMILES	IDE exosite inh
CN1c2ccc(Br)cc2[C@@H]2[C@@H](CCN2S(=O)(=O)c2ccccc2F)[C@@H]1CO	2.26
CN(C)CC#Cc1ccc([C@@H]2[C@@H](CO)N3C(=O)CN(C(=O)c4ccc(F)cc4)C[C@H]23)cc1	2.14
CCCNC(=O)N1[C@H](CO)[C@@H](c2ccccc2)C12CN(CCC(F)(F)F)C2	0.552

A different layout for some results above:
> CC(C)CC#Cc1ccc([C@@H]2[C@@H](CO)N3CCCCN(S(=O)(=O)Cc4ccccc4)C[C@@H]23)cc1
  IDE exosite inh = 4.21

> CS(=O)(=O)N1CC(=O)N2[C@H](CO)[C@@H](c3ccc(C#CCc4ccccc4)cc3)[C@H]2C1
  IDE exosite inh = 0.432

Assay outcomes: PubChem BioAssay, Broad Institute
